Screening data (PubChem BioAssay)
CRFR2-BP antag: antagonists of CRF-BP/CRF-R2 complex, primary screen, cell-based, HEK293, calcium dye fluorescence, uHTS; 0.59% of 350,000 active; CRF-induced calcium fluorescence; inhibition, % at 11.8 µM; AID 588475, 2011;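 active means inhibition of the ligand-induced calcium signal above about 50% at the single tested concentration, limit read from the data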
IDE act: human IDE activators in live cells, primary screen, fluorescence polarization, HEK cells, FAbeta-B substrate; FAbeta-B cleavage; 0% vehicle, 100% cell-free pure enzyme wells; activation, % at 5.96 µM; 0.073% of 340,000 active; AID 493087, 2011;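 active means activation above the mean of all tested compounds plus 3 SD, set per screening campaign, cut at about 17% in these data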
CRFBP-R2 agonist: agonists of CRF-BP/CRF-R2 complex, primary screen, cell-based, HEK293, calcium dye fluorescence, uHTS | AID 588473, 2011 | calcium dye fluorescence (FLIPR); percent of saturating CRF peptide response | 0.46% of 350,000 active | CRF-binding protein / CRF receptor 2 complex (human) | activation, % at 13.2 µM;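 active means activation of at least 50%, plus an integration ratio under a set limit after plate pattern correction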;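 further: plate controls were neutral control wells without compound for no effect and CRF at EC100 for full effect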
PHOSPHO1 block: PubChem AID 1565; inhibition, % at 13.3 µM; 1.1% of 290,000 active; recombinant PHOSPHO1, absorbance phosphatase assay; Phosphoethanolamine/phosphocholine phosphatase (Homo sapiens), Q8TCT1; in the data active means inhibition above about 60%
IDE cell inh: human IDE inhibitors in live cells, primary screen, fluorescence polarization, HEK cells, FAbetaB substrate; AID 434962, 2010; 0.41% of 320,000 active; inhibition, % at 5.59 µM; FAbetaB cleavage; Insulin-degrading enzyme (Homo sapiens), P14735;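 active means percent inhibition above the average of all tested compounds plus 3 SD, set per screening campaign, cut at about 16% in these data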;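 further: IDE supplied by intact live HEK cells; FP after avidin binding of uncleaved biotin substrate so inhibition keeps polarization high; 0% = DMSO wells and 100% = 60 µM reference IDE inhibitor Ii1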
GalR3 antag: GalR3 antagonists in HEK293 cells, primary screen, cell-based, fluorescence readout; inhibition, % at 3 µM; AID 651719, 2012; HEK293 GalR3-CNG cAMP membrane potential fluorescence; galR3 body fused to GalR1 C-terminus; 0.44% of 360,000 active;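 active means inhibition above the screen-wide average plus 3 SD, cut at about 13% in these data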;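 further: forskolin and galanin both at EC90 stimulate the cells; cAMP rise reported by CNG channel membrane potential dye signal; 0% = forskolin plus galanin with DMSO and 100% = forskolin alone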
pCIP destab: p/CIP-EGFP fusion destabilizers, primary screen, fluorescence, F442A cells; Q05BA5; 16 h; decrease of EGFP signal, % at 10 µM; 0.01% of 290,000 active;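 active means EGFP signal decrease of at least 30% at 10 µM or well 3 SD below plate mean, unless failing retest; inactive means the rest, including hits failing retest or dose response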; further: some compounds called inactive have numbers as strong as hits; many of its hits are not listed in these tables
Target sequence (Q05BA5 1-1403): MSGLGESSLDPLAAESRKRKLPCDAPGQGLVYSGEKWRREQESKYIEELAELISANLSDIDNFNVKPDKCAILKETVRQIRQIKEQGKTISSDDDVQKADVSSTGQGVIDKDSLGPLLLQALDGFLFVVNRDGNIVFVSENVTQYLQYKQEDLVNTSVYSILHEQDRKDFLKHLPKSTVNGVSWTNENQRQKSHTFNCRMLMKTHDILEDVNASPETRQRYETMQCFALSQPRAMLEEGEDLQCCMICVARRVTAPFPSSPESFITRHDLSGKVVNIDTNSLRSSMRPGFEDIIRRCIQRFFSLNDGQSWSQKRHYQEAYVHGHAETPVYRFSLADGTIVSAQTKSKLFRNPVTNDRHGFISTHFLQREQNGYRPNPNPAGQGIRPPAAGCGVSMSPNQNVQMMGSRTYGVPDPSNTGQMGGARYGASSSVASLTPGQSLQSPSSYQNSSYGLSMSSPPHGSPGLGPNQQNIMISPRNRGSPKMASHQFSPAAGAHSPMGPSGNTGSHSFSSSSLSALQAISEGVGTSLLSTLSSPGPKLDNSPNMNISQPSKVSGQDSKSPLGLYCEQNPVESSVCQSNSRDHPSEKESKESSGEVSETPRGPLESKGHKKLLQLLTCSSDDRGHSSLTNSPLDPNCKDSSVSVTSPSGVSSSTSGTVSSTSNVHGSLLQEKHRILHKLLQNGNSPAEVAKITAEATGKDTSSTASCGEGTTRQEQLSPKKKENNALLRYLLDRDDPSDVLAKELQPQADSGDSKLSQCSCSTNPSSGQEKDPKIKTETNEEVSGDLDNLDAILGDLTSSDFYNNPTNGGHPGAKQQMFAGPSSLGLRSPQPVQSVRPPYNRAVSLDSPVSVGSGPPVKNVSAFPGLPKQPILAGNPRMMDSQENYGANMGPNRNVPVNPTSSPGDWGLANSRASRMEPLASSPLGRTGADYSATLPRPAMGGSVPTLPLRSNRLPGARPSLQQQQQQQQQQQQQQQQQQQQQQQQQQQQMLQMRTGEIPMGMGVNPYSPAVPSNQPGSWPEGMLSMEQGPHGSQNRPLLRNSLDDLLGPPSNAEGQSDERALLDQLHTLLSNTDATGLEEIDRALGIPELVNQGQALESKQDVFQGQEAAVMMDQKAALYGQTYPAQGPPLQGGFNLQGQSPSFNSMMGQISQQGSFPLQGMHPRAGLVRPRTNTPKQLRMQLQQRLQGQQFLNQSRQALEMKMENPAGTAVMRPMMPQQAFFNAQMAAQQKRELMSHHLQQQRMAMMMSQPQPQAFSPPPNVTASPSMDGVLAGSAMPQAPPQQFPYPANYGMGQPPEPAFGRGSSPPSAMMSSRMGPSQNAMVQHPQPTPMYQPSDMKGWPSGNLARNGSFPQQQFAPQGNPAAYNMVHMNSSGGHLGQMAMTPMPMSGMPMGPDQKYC
MEKK3 PB1 HTS: modulators of MEKK3-MEK5 PB1 binding, primary screen, biochemical, wildtype MEKK3, multiplex bead flow cytometry, Alexa488-MEK5. bead-based flow cytometry, Alexa488-MEK5 binding to MEKK3; actives lie on both sides; 0 = blocked by unlabeled MEK5, 100 = vehicle. binding response (% of control), % at 10 µM. 1.4% of 290,000 active. AID 1529, 2009;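 active means binding response more than 3 SD above or below the average of its plate-row segment, actives on both sides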;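 further: Alexa488 bead fluorescence after subtracting the streptavidin-only scavenger bead signal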
M4 PAM: human M4 muscarinic receptor positive allosteric modulators, primary screen, CHO-K1 cells, Fluo-8 calcium fluorescence. Muscarinic acetylcholine receptor M4 (Homo sapiens), P08173. CHO-K1 hM4/Gqi5, ACh EC20; 0% = ACh EC20, 100% = maximal ACh. activation, % at 3 µM. 0.4% of 360,000 active. AID 624126, 2012;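 active means activation above its plate's cutoff, the mean activation of sample wells plus 3 SD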; further: some results filed as inactive read as strong as hits
An asterisk follows results filed as active; . = no result given.

no.	canonical_smiles	CRFR2-BP antag	IDE act	CRFBP-R2 agonist	PHOSPHO1 block	IDE cell inh	GalR3 antag	pCIP destab	MEKK3 PB1 HTS	M4 PAM
1	CCc1ccc(-c2nc(CSCC(=O)NCCCN3CCCC3=O)c(C)o2)cc1	-3	-1	-0.9	36	4	-4	-2	101	9
2	O=c1oc2ccccc2nc1/C=C(\O)c1ccccc1	-31	.	23	27	-3	-6	-3	100	-4
3	CCOc1ccc(NC(=O)CSc2nnc(C)n2C2CC2)cc1S(=O)(=O)N1CCCC1	-2	0	0.9	.	.	-1	.	.	3
4	O=C(NC(=S)N(CCO)Cc1ccccc1)c1cc(Br)ccc1Cl	-21	3	0.5	-27	3	-6	-2	102	-5
5	CN(CC(=O)Nc1ccc(F)cc1)C(=O)c1cccc(S(=O)(=O)N2CCN(c3ccccc3)CC2)c1	-11	8	0.4	33	-6	-7	-16	98	-6
6	O=C(c1ccccc1)c1ccc(C(=O)N2CCN(c3ccc(F)cc3)CC2)o1	20	2	-2.6	1	0	0	2	107	-6
7	CCCC1=[N+](CC(=O)c2ccc(Br)cc2)CCn2cccc21	-4	-6	4.9	-33	-5	-7	-21	105	-3
8	CCOC(=O)Cn1c(=O)n(Cc2ccc(OC)cc2)c(=O)c2cccnc21	1	2	0.1	38	1	-11	6	101	6
9	Brc1ccc2c(c1)-c1ccccc1C1=NCCN12	5	.	1.4	.	.	-6	.	.	-4
10	C/C(=N\NS(=O)(=O)c1ccccc1)c1ccccc1	29	0	-1.6	1	6	3	-8	68	12

Compounds shown so far with bromine, in the order listed:
no.	canonical_smiles	CRFR2-BP antag	IDE act	CRFBP-R2 agonist	PHOSPHO1 block	IDE cell inh	GalR3 antag	pCIP destab	MEKK3 PB1 HTS	M4 PAM
4	O=C(NC(=S)N(CCO)Cc1ccccc1)c1cc(Br)ccc1Cl	-21	3	0.5	-27	3	-6	-2	102	-5
7	CCCC1=[N+](CC(=O)c2ccc(Br)cc2)CCn2cccc21	-4	-6	4.9	-33	-5	-7	-21	105	-3
9	Brc1ccc2c(c1)-c1ccccc1C1=NCCN12	5	.	1.4	.	.	-6	.	.	-4

The list continues.
no.	canonical_smiles	CRFR2-BP antag	IDE act	CRFBP-R2 agonist	PHOSPHO1 block	IDE cell inh	GalR3 antag	pCIP destab	MEKK3 PB1 HTS	M4 PAM
11	O=C(Nc1ccc2c(c1)OCO2)c1cnn2c(C(F)(F)F)cc(-c3ccco3)nc12	-6	4	1.2	-3	7	-1	-10	92	-2
12	CN(C(=O)C(C)(C)C)[C@H]1C[C@H]2c3[nH]c4ccccc4c3CCN2C(=O)[C@H]1CO	-4	.	16	.	.	-3	.	.	6
13	Cc1oc(-c2cccs2)nc1CN1CCN(C(C)C)C(CCO)C1 (stereo unspecified)	9	4	-2.0	15	1	-4	-9	101	4
14	CCCCN(Cc1cc2cccc(C)c2[nH]c1=O)S(C)(=O)=O	-7	6	-0.2	20	4	-4	-14	107	7
15	COC(=O)c1ccc(C)c(NS(=O)(=O)c2ccc(NC(C)=O)cc2)c1	-8	3	-0.7	-2	4	-3	-15	104	5
16	CCCCN1C(=O)C(=O)N(CC(=O)c2ccc3c(c2)OCO3)C1=O	-6	8	0.8	.	-5	-4	.	.	6
17	CSCCC(NC(=O)c1ccccc1Br)C(=O)NC(C)CCc1ccccc1 (stereo unspecified)	-14	6	-2.1	48	2	1	1	100	9
18	Cc1c(C)c2ccc(OCC(=O)Nc3ccccn3)c(C)c2oc1=O	44	1	-1.2	24	-1	-7	-28	102	-1
19	CCOC(=O)c1oc2ccccc2c1CSc1nnnn1-c1ccc(OC)cc1	-2	1	1.6	0	-3	-3	-4	90	1
20	COc1ccc2c(c1)C(C)CC(C)(C)N2C(=O)Nc1ccccc1 (stereo unspecified)	6	1	-1.0	40	-6	-7	-10	105	8

Shown with one line to a screen: 3 of the compounds above.
(10) C/C(=N\NS(=O)(=O)c1ccccc1)c1ccccc1
(11) O=C(Nc1ccc2c(c1)OCO2)c1cnn2c(C(F)(F)F)cc(-c3ccco3)nc12
(12) CN(C(=O)C(C)(C)C)[C@H]1C[C@H]2c3[nH]c4ccccc4c3CCN2C(=O)[C@H]1CO
Assay by compound	10	11	12
CRFR2-BP antag	29	-6	-4
IDE act	0	4	.
CRFBP-R2 agonist	-1.6	1.2	16
PHOSPHO1 block	1	-3	.
IDE cell inh	6	7	.
GalR3 antag	3	-1	-3
pCIP destab	-8	-10	.
MEKK3 PB1 HTS	68	92	.
M4 PAM	12	-2	6

The results go on:
no.	canonical_smiles	CRFR2-BP antag	IDE act	CRFBP-R2 agonist	PHOSPHO1 block	IDE cell inh	GalR3 antag	pCIP destab	MEKK3 PB1 HTS	M4 PAM
21	CCOc1cc(-c2cc(-c3ccccc3)nc(N)c2C#N)ccc1O	33	3	-1.1	2	0	-7	-10	96	-10
22	O=S(=O)(c1ccccc1)c1nc(-c2ccco2)oc1NCc1ccco1	9	-5	0.1	24	4	-10	-5	107	-4
23	COc1ccccc1N1CCN(C(c2ccc(Cl)cc2)c2nnnn2C(C)(C)C)CC1 (stereo unspecified)	119*	5	-1.6	-92	4	2	-8	100	15
24	COc1ccc(-n2cnc3c(sc4nc(N5CCOCC5)c5c(c43)CCCC5)c2=O)cc1	8	3	0.2	-21	-3	-5	4	101	11
25	COc1ccc(-n2nc(C(=O)NCC(=O)NCC3CCCO3)c3ccccc3c2=O)cc1 (stereo unspecified)	-21	7	-0.8	-5	-1	-3	-8	97	3
26	CCCN(CC(=O)Nc1ccccc1C)C(=O)Cc1c[nH]c2ccccc12	5	-1	0.0	.	.	-4	.	.	12
27	CCOC(=O)c1[nH]c2ccc(OC)cc2c1NC(=O)CN1CCC2(CC1)OCCO2	4	9	-1.4	-30	-2	-3	-11	109	2
28	COc1cc(C=O)ccc1OC(=O)c1ccc(C(C)C)cc1	4	7	1.1	39	2	-4	-10	99	4
29	O=C(O)CNC(=O)CC12CC3CC(CC(C3)C1)C2	-4	2	1.0	31	6	0	-4	97	-1
30	CN(C)CCNc1c(N)c(=O)oc2ccccc12	25	-1	-1.7	-5	-2	-13	8	105	0
31	CC(O)/C=C/c1ccc2ccccc2n1 (stereo unspecified)	0	6	-1.6	5	2	-6	9	97	10
32	Cc1ccc(C(=O)N2CCN(C(=O)CN3CCOCC3)C2)cc1	78*	-2	-4.4	19	7	1	-6	103	2
33	Cc1ccc(N2C(=O)N(CC(=O)Nc3ccc(C)cc3Cl)C(=O)C2C)cc1 (stereo unspecified)	8	3	-3.0	.	8	-1	.	.	-1
34	CC(C)(C)c1ccc(C(=O)NCCC(=O)N2CCN(c3ncccn3)CC2)cc1	21	-1	1.0	1	3	-1	-4	103	8
35	Cc1csc(NC(=O)CSc2nnc(NC(=O)C3CC(=O)N(c4ccccc4)C3)s2)n1 (stereo unspecified)	-10	-3	-0.6	-8	1	2	3	96	-20
36	CC(C)(C)c1ccc(-n2ncc3c2CCCC3NC(=O)CCCn2cncn2)cc1 (stereo unspecified)	-25	8	-0.4	31	.	-7	-10	101	-4
37	O=C(O)c1cc2c([nH]c1=O)CCCC2	-12	4	0.4	-20	0	-4	-7	101	-2
38	Cc1ccc2occ(/C=N/NC(N)=S)c(=O)c2c1	-12	3	-2.9	-29	6	-5	-9	102	9
39	Cc1ccc(C)c(N2CCN(C(=O)CCC(=O)N3CCOc4ccc(Cl)cc43)CC2)c1	3	4	-0.4	12	-4	.	-5	101	-6
40	c1coc(CNCc2cccs2)c1	32	1	-5.1	-4	-2	-3	-14	104	-7
41	CCc1nc2sc3c(c2c(=O)n1NC(=O)CCl)CCCC3	4	0	0.0	7	5	-6	-5	94	16
42	COc1ccc2oc(=O)c(C(=O)NCc3ccc(C)cc3)cc2c1	-1	-3	-4.5	.	0	-6	-3	107	1
43	O=C(Cn1cnc2ccccc2c1=O)OCC(=O)c1ccc2c(c1)OCCO2	-6	1	3.2	-5	-1	3	4	103	-5
44	CCn1c(SCC(=O)N2CCc3ccccc32)nnc1-c1c[nH]c2ccccc12	2	-3	0.0	14	7	-4	5	102	-1
45	Cc1cc2cc(CCNC(=O)CC(C)(C)C)c(=O)[nH]c2cc1C	-14	-10	-1.4	-14	3	1	-3	102	13
46	O=C1c2ccccc2C(=O)N1CCCn1nnc(-c2ccc(N3CCOCC3)cc2)n1	15	4	0.7	-11	2	-6	-2	109	-4
47	Cc1ccc(S(C)(=O)=O)cc1C(=O)OCC(=O)N(Cc1ccccc1)Cc1ccccc1	-3	3	1.0	.	2	-5	.	.	-11
48	C=CCNC(=O)c1cccn1-c1ccsc1C(=O)OC	-5	3	1.8	20	8	-1	-10	109	1
49	CN1CCN(c2ccc(C(CC(N)=O)NC(=O)Cc3ccc(Br)cc3)cc2[N+](=O)[O-])CC1 (stereo unspecified)	-4	6	-0.2	11	2	-1	-7	97	4
50	CC(C)C1N=C2c3ccccc3N=C(SCC#N)N2C1=O (stereo unspecified)	-15	4	-0.5	18	1	-4	-2	102	1
51	S=C(NCC1COc2ccccc2O1)Nc1ccc(Br)cc1 (stereo unspecified)	24	4	-0.2	-6	-4	-3	10	95	-11
52	S=c1[nH]nc(-c2ccc(Cl)cc2)n1/N=C/c1ccco1	27	-3	-4.9	48	-3	-1	-1	91	3

An excerpt from above, showing only IDE cell inh and IDE act:
| cpd | smiles | IDE cell inh | IDE act |
| --- | --- | --- | --- |
| 44 | CCn1c(SCC(=O)N2CCc3ccccc32)nnc1-c1c[nH]c2ccccc12 | 7 | -3 |
| 41 | CCc1nc2sc3c(c2c(=O)n1NC(=O)CCl)CCCC3 | 5 | 0 |
| 49 | CN1CCN(c2ccc(C(CC(N)=O)NC(=O)Cc3ccc(Br)cc3)cc2[N+](=O)[O-])CC1 (stereo unspecified) | 2 | 6 |
| 46 | O=C1c2ccccc2C(=O)N1CCCn1nnc(-c2ccc(N3CCOCC3)cc2)n1 | 2 | 4 |
| 51 | S=C(NCC1COc2ccccc2O1)Nc1ccc(Br)cc1 (stereo unspecified) | -4 | 4 |
